# ERp5 block: inhibitors of human ERp5 | Q15084 | ERp5 insulin aggregation, absorbance 650 nm, 90 min | inhibition, % at 9.99 µM | 350,000 compounds, 0.05% hits | AID 651711;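 active = mean replicate inhibition above about 25%, with every replicate also reaching it, limit read from the data, passing the limit was not always enough; inconclusive = only one of those two criteria met; inactive = neither criterion met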
# Target sequence (Q15084 whole entry, looked up): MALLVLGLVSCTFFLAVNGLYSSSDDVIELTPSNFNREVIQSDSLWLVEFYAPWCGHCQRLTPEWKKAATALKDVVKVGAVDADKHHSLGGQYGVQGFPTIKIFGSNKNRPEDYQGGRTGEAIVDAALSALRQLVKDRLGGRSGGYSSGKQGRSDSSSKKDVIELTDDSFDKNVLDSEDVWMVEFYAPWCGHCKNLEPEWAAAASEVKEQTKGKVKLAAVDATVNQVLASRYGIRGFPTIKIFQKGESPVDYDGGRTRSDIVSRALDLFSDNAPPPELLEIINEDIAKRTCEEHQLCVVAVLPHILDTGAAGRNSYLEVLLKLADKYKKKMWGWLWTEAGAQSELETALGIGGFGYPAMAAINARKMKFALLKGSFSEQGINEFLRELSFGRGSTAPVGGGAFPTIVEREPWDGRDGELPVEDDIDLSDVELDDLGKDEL
# DENV2 CPE: inhibitors of DENV2 cytopathic effect; DENV2-infected cells, cytopathic effect rescue, plate reader; CPE inhibition, % at 9.99 µM; 350,000 compounds, 1.7% hits; in the data active = CPE inhibition above about 20%, passing the limit was not always enough; inconclusive = no clear call, values can overlap the other calls; tested in BHK-21 cells;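 note: 0% = median of neutral control wells and 100% = median of positive control wells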
# PAX8 inh HTS: inhibitors of PAX8 transcriptional activity in RMG-I cells. RMG-I TPO-luciferase reporter, SteadyGlo, 24 h. inhibition, % at 12.6 µM. 360,000 compounds, 1.2% hits;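 active = mean replicate inhibition at least 60% with every replicate also reaching 60%; inconclusive = only one of the two criteria is met; inactive = mean below 60% and not all replicates reaching 60%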;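 note: luciferase light reporting Pax8 driven TPO promoter activity; plate controls were median of neutral control wells for no effect and mitoxantrone controls for full effect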
# EWS-Fli inh: EWS/Fli transcriptional activity inhibition | 350,000 compounds, 0.67% hits | AID 651661 | inhibition, % at 12.6 µM | A673 NR0B1-luciferase reporter, viability-normalised;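 active = mean inhibition of at least 50% after viability correction, with every replicate also passing that limit; inconclusive = mean reaches 50% but only one of two replicates passes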;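 note: firefly luciferase signal divided by Alamar Blue viability fluorescence both relative to DMSO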
# ARNT-TACC3 inh: disrupts binding between human ARNT and TACC3. AID 623870. AlphaScreen His-ARNT PAS-B/GST-TACC3 binding, luminescence; TACC3 fragment carries E629A point mutation. Q9Y6A5. inhibition, % at 9.99 µM. 390,000 compounds, 0.66% hits;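 active = mean inhibition of replicates at least 50% and at least half of replicates each reaching 50%; inconclusive = half or more replicates reach 50% but mean below 50%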;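 note: 0% = complete ARNT plus TACC3 wells and 100% = ARNT alone without TACC3; many hits fall short of the cut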
# GSIS activator: primary screen for activators of insulin secretion dependent on glucose, INS-1E cells, GLuc reporter luminescence. INS-1E GLuc reporter insulin secretion, 2-3 h. activation, % at 16.6 µM. 370,000 compounds, 0.61% hits. AID 743287;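 active = lowest replicate activation of at least 40%, so every replicate reaches that level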;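 note: 0% = median of neutral control wells and 100% = median of IBMX positive control wells; some compounds called inactive have numbers as strong as hits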
# Xi reactivation: activators of X-chromosome reactivation in mouse fibroblasts; AID 743238; XiGFP mouse fibroblasts, % GFP-positive cells imaging, 3 d; cells co-treated with 5-aza-dC sensitizer; scaled so ellipticine positive control = 100%; activation, % at 7.58 µM; 360,000 compounds, 0.055% hits;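 active = mean normalized replicate activation at least 10% and every replicate at or above 10%; inconclusive = only one of the two criteria met; inactive = mean below 10% and not all replicates reach 10%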;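 note: 0% = median of on-plate neutral control wells and 100% = ellipticine 6 µM median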
#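 Material: XiGFP fibroblasts, SV40-immortalized. Buffer or medium: DMEM plus 5-aza-dC sensitizer. Compound: single concentration per compound, delivered by pin transfer. Times: 3 days compound exposure. Controls: ellipticine 6 µM.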
# CFTR F508del cor: correctors of CFTR F508del function in bronchial epithelial cells | CFBE cells, YFP halide quenching; stimulated with forskolin plus potentiator P3; % fluorescence drop versus neutral controls | activity (quench increase), % at 7.58 µM | 350,000 compounds, 0.36% hits;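 active = mean added fluorescence quench of at least 8% versus neutral control, with both replicates also reaching 8%; inconclusive = only one of the mean or replicate conditions met; inactive = mean below 8% and not both replicates reaching 8%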;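 note: cells transiently co-express mutant CFTR-F508del with the halide-sensitive YFP; corrector assay measuring rescue of mutant channel to the surface after 24 h compound exposure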
# * marks the source's active call; other numbers are inactive results; ? = inconclusive; nt = no result given.
SMILES,ERp5 block,DENV2 CPE,PAX8 inh HTS,EWS-Fli inh,ARNT-TACC3 inh,GSIS activator,Xi reactivation,CFTR F508del cor
N#Cc1cccc(C(=O)C(=O)N2CCC(Cc3ccccc3)CC2)c1,-2,?,2,-7,nt,-21,-0.1,1.1
O=C(CN(CC1CCCO1)C(=O)CNS(=O)(=O)c1ccc(Cl)cc1)NCc1ccco1 (stereo not drawn),1,1,10,5,4,0,0.1,-2.2
O=C(O)c1ccc(CSc2nc3ccc(N4C(=O)C5C6C=CC(C6)C5C4=O)cc3s2)cc1 (stereo not drawn),nt,nt,17,nt,-2,16,0.0,nt
C[C@H](CO)N1C[C@H](C)[C@H](CN(C)S(=O)(=O)c2cn(C)cn2)OCCCC[C@H](C)Oc2ccc(NC(=O)Nc3ccccc3)cc2C1=O,1,-11,-14,-9,0,3,0.0,-2.3
Cc1c(C(=O)O)cccc1-c1ccc(/C=N/Nc2ccc(Br)cc2)o1,nt,nt,-87,nt,10,-12,0.0,nt
CCOc1ccc(Cl)cc1-c1cc(C(=O)NCc2cccc(C(F)(F)F)c2)[nH]n1,-8,-10,-6,-9,nt,2,-0.1,3.3
CN(CC(=O)Nc1ccc(F)cc1)C(=O)CN1C(=O)c2cccc([N+](=O)[O-])c2C1=O,2,-8,-7,8,-4,nt,-0.2,-4.0
O=C(N/N=C/c1ccsc1)c1ccc2ccccc2n1,0,4,-14,-10,7,-22,0.0,-2.9
Cc1ccc2nc(Nc3ncc4c(n3)CC(C)(C)CC4=O)nc(C)c2c1,-6,-2,-5,-4,-4,54,0.0,-1.8
COc1ccccc1/C=C\C(=O)NCC(=O)N/N=C(/C)c1cccc([N+](=O)[O-])c1,0,2,-1,-8,-14,39,0.0,-2.8
C[C@@H]1CCCCO[C@@H](CN(C)CC2CC2)[C@H](C)CN([C@H](C)CO)C(=O)c2cc(NC(=O)Nc3ccc(F)cc3)ccc2O1,-7,1,22,0,21,5,0.4,-1.4
Cc1ccnc(NC(=O)CS(=O)(=O)c2ccccc2)c1,-6,2,-13,-52,-1,9,0.3,-4.5
Cc1ccc(S(=O)(=O)Nc2ccc3c(c2)C(=O)N([C@@H](C)CO)C[C@H](C)[C@H](CN(C)C(=O)NC2CCCCC2)OCCCC[C@H](C)O3)cc1,-5,-3,2,7,1,-20,0.0,3.3
O=C(NC(=S)Nc1ccc(N2CCCCC2)cc1)c1ccc2c(c1)OCCO2,1,-3,-53,2,4,3,0.5,nt
Cc1noc(C)c1S(=O)(=O)Nc1ccc2c(c1)C(=O)N([C@H](C)CO)C[C@H](C)[C@@H](CN(C)Cc1ccccc1)O2,3,2,-7,-5,3,7,-0.1,1.8
CCCOC(=O)Nc1sc2c(c1C(N)=O)CCCC2,-14,-3,-21,-26,18,9,0.0,0.7
CN(C)/C=N/C1=C(C#N)C(c2cccs2)c2ccc3ccccc3c2O1 (stereo not drawn),11,-2,-4,54*,-1,0,0.1,?
C[C@H]1CN([C@@H](C)CO)C(=O)c2cc(-c3cccc(C#N)c3)cnc2O[C@@H]1CN(C)C(=O)C1CCC1,-1,-4,0,3,-8,1,-1.0,3.1
COC(=O)c1ccccc1S(=O)(=O)N1CCC(C(=O)NCC2CCCO2)CC1 (stereo not drawn),0,-1,6,-7,-11,1,0.1,0.8
COc1cc(/C=N/NC(=O)CN2CCCCC2)ccc1OCc1ccc(Br)cc1,nt,nt,-91,nt,8,10,0.2,nt

# Sorted by value in CFTR F508del cor (ascending): four of the compounds above
compound | CFTR F508del cor
COc1ccccc1/C=C\C(=O)NCC(=O)N/N=C(/C)c1cccc([N+](=O)[O-])c1 | -2.8
C[C@H](CO)N1C[C@H](C)[C@H](CN(C)S(=O)(=O)c2cn(C)cn2)OCCCC[C@H](C)Oc2ccc(NC(=O)Nc3ccccc3)cc2C1=O | -2.3
O=C(CN(CC1CCCO1)C(=O)CNS(=O)(=O)c1ccc(Cl)cc1)NCc1ccco1 (stereo not drawn) | -2.2
COC(=O)c1ccccc1S(=O)(=O)N1CCC(C(=O)NCC2CCCO2)CC1 (stereo not drawn) | 0.8

# The results go on:
SMILES,ERp5 block,DENV2 CPE,PAX8 inh HTS,EWS-Fli inh,ARNT-TACC3 inh,GSIS activator,Xi reactivation,CFTR F508del cor
COc1ccc(C(=O)N2C[C@H]3[C@@H](c4ccccc42)[C@@H](CO)N3C(=O)Cc2ccccn2)cc1,-2,1,4,-5,-1,1,0.0,1.1
COCC#Cc1cnc2c(c1)C(=O)N([C@@H](C)CO)C[C@@H](C)[C@H](CN(C)C(=O)Cc1ccccc1)O2,-1,-5,-5,0,-4,11,-0.4,3.4
COc1ccccc1-c1nn(-c2ccccc2)cc1C(=O)N1CCN(C(=O)c2ccco2)CC1,-1,-4,5,-3,34,-2,0.0,0.3
CN(C)CC/C=C1/c2ccccc2CS(=O)(=O)c2ccccc21,7,3,-1,-8,-11,0,0.1,nt
O=C(COC(=O)[C@@H]1CC(O)CN1S(=O)(=O)c1ccc2c(c1)OCCO2)Nc1cc(F)ccc1F (stereo partly drawn),9,-12,-8,1,2,-13,0.1,-5.4
COc1ccc(N2CCN(C(=O)c3ccc(C)c(NC(=O)C4=C(C)OCCS4)c3)CC2)cc1,4,-3,1,nt,4,1,0.0,-1.2
Cc1c(C)n(CC(O)CN2CCN(C)CC2)c2ccccc12 (stereo not drawn),1,-3,23,0,-7,19,0.0,-3.3
CCOC(=O)c1cc(C(=O)OCC)c(=O)[nH]c1SCc1ccccc1,-1,-1,-8,5,0,1,0.1,-1.9
CCN1C(=O)c2ccccc2Sc2ccc(C(=O)O)cc21,0,16,-9,0,-1,7,0.1,-0.6
COC(=O)CN=C1OC(=O)N2C(=O)C3=C4[C@@H](C[C@H]5C(=O)N(c6ccccc6)C(=O)[C@H]5[C@H]4[C@@]12Cc1ccccc1)[C@H]1C(=O)N(c2ccccc2)C(=O)[C@H]1[C@H]3C,1,?,-15,-2,27,-8,-0.1,4.8
Cc1nnc(SC(C)C#N)n1-c1ccccc1 (stereo not drawn),-2,10,1,10,-10,18,0.0,-0.1
CCCC(O)(CCN1CCOCC1)c1ccc(Cl)cc1 (stereo not drawn),5,11,-17,-4,-15,10,0.0,0.8
CCOc1ncccc1C(=O)N1CCCSC1=Nc1ccccc1OC,2,-4,5,23,-1,18,0.2,-0.2
Cc1cccc(NC(=S)N(CCN(C)C)Cc2cccs2)c1,2,-4,3,4,-1,-6,0.0,-5.5
O=C(O)c1ncn(Cc2ccc(Br)cc2)c1C(=O)O,-4,0,6,11,46*,8,0.0,-2.7
CCCCCCCCCS(=O)(=O)Nc1cc(C)ccn1,8,2,20,-10,-16,-11,0.3,nt
COc1ccc(NC(=O)c2sc(N)nc2-c2ccccc2)cc1,4,6,2,7,34,23,0.1,1.3
CC1Cc2ccccc2N1C(=O)COC(=O)Cc1ccc(F)cc1 (stereo not drawn),0,5,3,1,-1,-6,0.0,-1.2
CCN(CC)S(=O)(=O)c1ccc(Cl)c(NC(=O)COc2ccc(OC)cc2[N+](=O)[O-])c1,nt,nt,-7,nt,-5,-5,0.0,nt
COCCOC(=O)c1sc(=S)n(CCOC)c1N,-4,2,nt,-7,-10,1,nt,-4.6

# One compound at a time, as listed above. Order of screens: ERp5 block, DENV2 CPE, PAX8 inh HTS, EWS-Fli inh, ARNT-TACC3 inh, GSIS activator, Xi reactivation, CFTR F508del cor
# Results for O=C(O)c1ncn(Cc2ccc(Br)cc2)c1C(=O)O : -4, 0, 6, 11, 46*, 8, 0.0, -2.7
# Results for CCOC(=O)c1cc(C(=O)OCC)c(=O)[nH]c1SCc1ccccc1 : -1, -1, -8, 5, 0, 1, 0.1, -1.9
# Results for COc1ccc(C(=O)N2C[C@H]3[C@@H](c4ccccc42)[C@@H](CO)N3C(=O)Cc2ccccn2)cc1 : -2, 1, 4, -5, -1, 1, 0.0, 1.1
# Results for COc1ccc(NC(=O)c2sc(N)nc2-c2ccccc2)cc1 : 4, 6, 2, 7, 34, 23, 0.1, 1.3

# Next structures follow.
SMILES,ERp5 block,DENV2 CPE,PAX8 inh HTS,EWS-Fli inh,ARNT-TACC3 inh,GSIS activator,Xi reactivation,CFTR F508del cor
COC(=O)[C@@]1(Cc2ccc(F)cc2)[C@H]2c3cc(C(=O)N4CCCC4)n(CCN4CCNC4=O)c3C[C@H]2CN1C(=O)c1ccccc1,-1,-3,3,9,nt,-8,0.0,1.6
CC/C(=C/c1sc2ccc(C)cc2[n+]1CCCS(=O)(=O)[O-])SC,4,-1,6,-3,nt,3,0.0,-2.2
CC(C)NC(=O)Nc1cccc2c1O[C@@H](CN(C)Cc1ccc(-c3ccccc3)cc1)[C@@H](C)CN([C@H](C)CO)C2=O,-3,-9,12,0,-3,-18,-0.2,1.7
COc1ccc(S(=O)(=O)Nc2cccc(F)c2)cc1C,-8,nt,8,4,2,-9,0.7,4.3
Cc1cc(SCC(=O)OCC(=O)N(C)C2CCS(=O)(=O)C2)c(C)cc1Br (stereo not drawn),6,5,6,3,0,3,0.0,-1.2
O=C(NCCc1ccc(Cl)cc1)Nc1ccc(Cl)cc1,-5,-4,1,-15,1,-5,0.0,-0.6
Cc1cccc(N=C2NN=C(c3ccc4c(c3)OCCO4)CS2)c1,4,-7,nt,10,3,21,nt,2.4
O=C(Nc1ccccc1Br)c1cccc2ccccc12,0,-7,-16,-7,nt,12,0.2,1.8
CC(C)CCNC(=O)C1CCN(S(=O)(=O)c2ccc3c(c2)CC(C)N3C(=O)C2CCC2)CC1 (stereo not drawn),-1,10,-1,5,-9,-8,0.3,-0.2
COc1cccc(S(=O)(=O)N[C@@H]2CC[C@H](CCN)O[C@H]2CO)c1,1,-3,14,-3,nt,19,0.1,4.5
Cc1cccc(S(=O)(=O)c2c(C)cc(C)nc2Cl)c1,-1,-4,12,-8,-22,0,0.0,1.7
C[C@H](NC(=O)C[C@@H]1CC[C@H]2[C@@H](COC[C@H](O)CN2Cc2cc(F)ccc2F)O1)c1ccccc1,6,-3,7,-2,-4,-4,0.0,1.0
CO[C@@H](CN(C)S(=O)(=O)c1ccc(F)cc1)[C@H](C)CN(Cc1ccccc1Cl)[C@@H](C)CO,-1,6,nt,11,4,-18,0.4,-2.8

# A run of entries of the results above:
SMILES,ERp5 block,DENV2 CPE,PAX8 inh HTS,EWS-Fli inh,ARNT-TACC3 inh,GSIS activator,Xi reactivation,CFTR F508del cor
COC(=O)[C@@]1(Cc2ccc(F)cc2)[C@H]2c3cc(C(=O)N4CCCC4)n(CCN4CCNC4=O)c3C[C@H]2CN1C(=O)c1ccccc1,-1,-3,3,9,nt,-8,0.0,1.6
CC/C(=C/c1sc2ccc(C)cc2[n+]1CCCS(=O)(=O)[O-])SC,4,-1,6,-3,nt,3,0.0,-2.2

# This is a random part of the collection. Share with any hit: about 4.2%.
